CAL PDZ FP-1: untagged CAL PDZ binding inhibitors, primary screen, biochemical, fluorescence polarization, HTS. purified CAL PDZ, TMR-peptide fluorescence polarization, 1 h. inhibition, % at 24.9 µM. actives 0.92% (n = 300,000). Golgi-associated PDZ and coiled-coil motif-containing protein (Homo sapiens), Q9HD26. AID 602252, 2012;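 active means mean inhibition of at least 30% with at least half of replicates also reaching 30%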;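 further: 0% = DMSO neutral control and 100% = excess unlabeled competitor peptide PRC23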
NSD2 HMT inh: NSD2 histone methyltransferase inhibitors, primary screen, biochemical, AlphaScreen, single concentration, set 2. Histone-lysine N-methyltransferase NSD2 (Homo sapiens), O96028. NSD2 peptide methylation, 120 min. inhibition, % at 12.5 µM. actives 0.54% (n = 310,000). AID 743445, 2014; in the data active means inhibition above about 50%
SR-BI HDL uptake: inhibitors of SR-BI mediated HDL lipid uptake, primary screen, ldlA[mSR-BI] cells, fluorescence, single point; AID 488896, 2010; inhibition, % at 12.5 µM; ldlA[mSR-BI] CHO cells, DiI-HDL uptake fluorescence, 3 h; Scavenger receptor class B member 1 (Mus musculus), Q61009; actives 0.96% (n = 320,000);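 active means mean replicate inhibition of at least 70% and a set share of replicates each scoring 70 or more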;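 further: 0% = median of neutral control wells and 100% = median of positive control wells; values of inactives mirror those of a sister screen read the other way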
Rtt109 Vps75: inhibitors of C. albicans Rtt109/Vps75 HAT, primary screen, biochemical, ThioGlo CoA-SH fluorescence, plate reader. Histone acetyltransferase RTT109 (Candida albicans (strain SC5314 / ATCC MYA-2876)), …. purified Rtt109/Vps75, 4 h. inhibition, % at 34.9 µM. actives 0.16% (n = 330,000);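 active means inhibition of at least 50% in every replicate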
Target sequence (Q5AAJ8 whole entry, looked up): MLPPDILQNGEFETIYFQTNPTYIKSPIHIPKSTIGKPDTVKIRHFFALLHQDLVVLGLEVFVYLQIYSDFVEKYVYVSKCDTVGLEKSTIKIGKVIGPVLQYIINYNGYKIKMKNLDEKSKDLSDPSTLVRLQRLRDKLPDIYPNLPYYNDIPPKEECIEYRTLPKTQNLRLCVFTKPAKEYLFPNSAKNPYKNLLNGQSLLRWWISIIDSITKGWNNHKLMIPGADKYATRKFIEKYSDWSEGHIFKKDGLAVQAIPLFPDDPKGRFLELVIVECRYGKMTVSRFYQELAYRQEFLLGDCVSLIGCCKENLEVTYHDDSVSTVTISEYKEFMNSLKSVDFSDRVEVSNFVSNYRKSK
dFosB act: activators of delta FosB homodimer, primary screen, biochemical, fluorescence polarization, TAMRA-CDK5 oligo, single point; actives 0.99% (n = 340,000); AID 493131, 2011; Protein FosB (Mus musculus), P13346; activation, % at 25 µM; purified delta FosB; percent of positive-control signal above neutral wells;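 active means mean activation above about 17%, with every replicate also reaching it, limit read from the data, passing the limit was not always enough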;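 further: fluorescence polarization rise as delta FosB binds a TAMRA Cdk5 AP-1 oligo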
Target sequence (P13346 whole entry, looked up): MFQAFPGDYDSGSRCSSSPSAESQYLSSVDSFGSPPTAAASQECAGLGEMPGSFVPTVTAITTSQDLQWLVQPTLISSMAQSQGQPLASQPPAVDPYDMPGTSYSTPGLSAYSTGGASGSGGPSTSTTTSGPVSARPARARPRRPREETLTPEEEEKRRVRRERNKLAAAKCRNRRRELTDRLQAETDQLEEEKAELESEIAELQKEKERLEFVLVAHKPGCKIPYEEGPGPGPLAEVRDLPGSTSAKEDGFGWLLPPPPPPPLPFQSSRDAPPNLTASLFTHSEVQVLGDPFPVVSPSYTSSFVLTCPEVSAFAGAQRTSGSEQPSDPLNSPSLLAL
SR-BI uptake up: activators of SR-BI mediated DiI-HDL uptake, primary screen, ldlA[mSR-BI] CHO cells, DiI fluorescence; 3 h; 100 = double the neutral-control signal; activation, % at 12.5 µM; actives 0.096% (n = 320,000);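 active means mean replicate activation of at least 60% and every replicate at or above 60%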;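 further: 0% = median plate neutral-control signal and 100% = twice that signal; values of inactives mirror those of a sister screen read the other way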
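Assay system: CHO ldlA[mSR-BI] cells, LDL receptor-null, SR-BI overexpressing; medium: Ham's F12 with 0.5% BSA, HEPES 25 mM, pH 7.4; also added: DiI-HDL 10 µg/mL; timing: 3 h uptake period with compound, 37 °C; signal: DiI fluorescence, bottom read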
MITF act: activators of MITF-driven TRPM1 promoter reporter, primary screen, cell-based, SK-MEL-5, luciferase, single point. AID 588334, 2011. actives 0.75% (n = 300,000). activation, % at 12.5 µM. SK-MEL-5 TRPM1-promoter luciferase, 24 h; % of positive control, neutral wells = 0;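 active means mean activation of at least 80% with every replicate also reaching 80%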;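 further: 0% = neutral control wells and 100% = parthenolide positive control wells; values of inactives mirror those of a sister screen read the other way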
PfHsp90 yeast 2: growth inhibition of PfHsp90-expressing yeast, primary screen, antimalarial PfHsp90 inhibitor project, S. cerevisiae, BacTiter-Glo luminescence, single point, set 2. BacTiter-Glo ATP, 48 h; yeast lacking PDR1 and PDR3 efflux regulators. inhibition, % at 9.4 µM. actives 0.32% (n = 310,000);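 active means every replicate shows inhibition above about 80%, whatever the replicate mean, limit read from the data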;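 further: 0% = DMSO neutral controls and 100% = 20 µM radicicol positive controls; yeast relying on Plasmodium falciparum Hsp90 in place of its own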
CAL PDZ FP-2: CAL PDZ peptide-binding inhibitors, primary screen, biochemical, fluorescence polarization, Cer-tagged CAL PDZ, HTS; AID 504414, 2011; inhibition, % at 20 µM; Golgi-associated PDZ and coiled-coil motif-containing protein (Homo sapiens), Q9HD26; purified CAL PDZ, TMR-peptide fluorescence polarization, 1 h; actives 0.02% (n = 330,000);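 active means highest replicate inhibition of at least 40%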;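 further: plate controls were DMSO neutral control wells for no effect and unlabeled competitor peptide control wells for full effect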
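Test system: purified CerCALP PDZ construct; Compound dosing: one concentration, 20 µM compound; Also added: TMR-labelled reporter peptide T*-PRC34 bound in PDZ groove; Read-out: inhibition from polarization loss; Controls: unlabelled peptide and DMSO controls; Signal: FP readout, S and P plane fluorescence; Incubation: 1 h at RT.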
PvdQ acylase: P. aeruginosa PvdQ acylase inhibitors, primary screen, biochemical, fluorescence, plate reader and imaging, single point | purified PvdQ acylase | PvdQ acylase [Pseudomonas aeruginosa LESB58] | AID 488965, 2010 | inhibition, % at 10 µM | actives 0.063% (n = 340,000); in the data active means inhibition above about 30%, passing the limit was not always enough;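 further: 0% = vehicle neutral wells and 100% = reference inhibitor wells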
An asterisk follows results filed as active; . = no result given. Outcome played no part in choosing rows; 4.3% or so of the library scored in one or more.

Preview (13 entries):
SMILES	CAL PDZ FP-1	NSD2 HMT inh	SR-BI HDL uptake	Rtt109 Vps75	dFosB act	SR-BI uptake up	MITF act	PfHsp90 yeast 2	CAL PDZ FP-2	PvdQ acylase
CCOC(=O)c1ccc(N2C(=O)CC(N3CCCC(C)C3)C2=O)cc1 (stereo unspecified)	.	2	4	-2	-18	-4	-10	.	-1.5	-13
c1cc(SSc2ccncc2)ccn1	-3	-1	-16	0	4	16	-6	-7	1.7	-11
CC(Oc1ccc(Cl)cc1Cl)C(=O)OCC(=O)c1c(N)n(C)c(=O)n(C)c1=O (stereo unspecified)	-2	2	0	0	-15	0	9	-23	-2.5	-12
COc1ccc(C(CCNCc2ccc(OC(C)C)cc2)c2ccccc2OC)cc1 (stereo unspecified)	3	16	-10	-10	-16	10	-84	-32	-3.7	-13
COc1ccc([N+](=O)[O-])cc1N(CC(=O)N1CCN(Cc2ccccc2)CC1)S(C)(=O)=O	1	-2	-29	4	-5	29	.	7	0.2	2
C=CCOC(=O)c1ccc(-n2cnc(C)n2)nc1	-3	3	-4	0	-1	4	1	-13	-2.7	71*
Cc1ccc(Sc2ncccc2COC(=O)NC(C)C)cc1	-4	-3	29	-4	-9	-29	40	-3	-0.9	-20
Cc1nnc(SC(C)C(=O)Nc2ccc(S(=O)(=O)N3CCCCCC3)cc2)s1 (stereo unspecified)	-4	0	4	4	-1	-4	1	.	-0.6	-4
Cc1ccc(C2=NOC3(CC(=O)N(c4ccc(C)cc4)C3=O)C2)cc1 (stereo unspecified)	4	6	-26	5	29*	26	1	6	-0.2	10
O=C(CN1C(=O)NC2(CCCC2)C1=O)OCc1ccc(Br)cc1	0	-2	-15	2	0	15	-3	-11	-1.6	3
Cc1ccc(NC(=O)CSc2nc(N)c3c4c(sc3n2)CSC(C)(C)C4)cc1	-3	-2	13	-14	-9	-13	17	-18	-2.0	-11
CC(C)N(CCO)C(=O)CCc1nnc(Cc2cccc(C(F)(F)F)c2)o1	.	-7	6	1	-3	-6	4	18	-0.1	2
O=C(CSc1nc2ccccc2o1)Nc1nc2c(s1)CCCC2	-3	30	.	1	-4	.	-4	-20	-3.2	3

Results, from the start:
SMILES	CAL PDZ FP-1	NSD2 HMT inh	SR-BI HDL uptake	Rtt109 Vps75	dFosB act	SR-BI uptake up	MITF act	PfHsp90 yeast 2	CAL PDZ FP-2	PvdQ acylase
CCOC(=O)c1ccc(N2C(=O)CC(N3CCCC(C)C3)C2=O)cc1 (stereo unspecified)	.	2	4	-2	-18	-4	-10	.	-1.5	-13
c1cc(SSc2ccncc2)ccn1	-3	-1	-16	0	4	16	-6	-7	1.7	-11
CC(Oc1ccc(Cl)cc1Cl)C(=O)OCC(=O)c1c(N)n(C)c(=O)n(C)c1=O (stereo unspecified)	-2	2	0	0	-15	0	9	-23	-2.5	-12
COc1ccc(C(CCNCc2ccc(OC(C)C)cc2)c2ccccc2OC)cc1 (stereo unspecified)	3	16	-10	-10	-16	10	-84	-32	-3.7	-13
COc1ccc([N+](=O)[O-])cc1N(CC(=O)N1CCN(Cc2ccccc2)CC1)S(C)(=O)=O	1	-2	-29	4	-5	29	.	7	0.2	2
C=CCOC(=O)c1ccc(-n2cnc(C)n2)nc1	-3	3	-4	0	-1	4	1	-13	-2.7	71*
Cc1ccc(Sc2ncccc2COC(=O)NC(C)C)cc1	-4	-3	29	-4	-9	-29	40	-3	-0.9	-20
Cc1nnc(SC(C)C(=O)Nc2ccc(S(=O)(=O)N3CCCCCC3)cc2)s1 (stereo unspecified)	-4	0	4	4	-1	-4	1	.	-0.6	-4
Cc1ccc(C2=NOC3(CC(=O)N(c4ccc(C)cc4)C3=O)C2)cc1 (stereo unspecified)	4	6	-26	5	29*	26	1	6	-0.2	10
O=C(CN1C(=O)NC2(CCCC2)C1=O)OCc1ccc(Br)cc1	0	-2	-15	2	0	15	-3	-11	-1.6	3
Cc1ccc(NC(=O)CSc2nc(N)c3c4c(sc3n2)CSC(C)(C)C4)cc1	-3	-2	13	-14	-9	-13	17	-18	-2.0	-11
CC(C)N(CCO)C(=O)CCc1nnc(Cc2cccc(C(F)(F)F)c2)o1	.	-7	6	1	-3	-6	4	18	-0.1	2
O=C(CSc1nc2ccccc2o1)Nc1nc2c(s1)CCCC2	-3	30	.	1	-4	.	-4	-20	-3.2	3
CC1(C)Cc2ccccc2C(=O)N1	-5	-6	.	0	-8	.	1	9	-0.5	-3
Cc1nc(CNC(=O)C2CCC(=O)N(Cc3cccc(F)c3)C2)sc1C (stereo unspecified)	8	3	-16	-2	7	.	4	-3	-1.8	2
Cc1cnc(NC(=O)c2ccc3ncsc3c2)s1	0	-3	20	19	2	-20	47	3	-1.8	8
CCN1CCN(C(=O)CN(c2ccccc2C)S(C)(=O)=O)CC1	-5	-1	-3	-2	-3	3	.	.	-2.2	-12
FC(F)(F)c1nc2ccccc2c2nc3ccccc3n12	0	-5	-8	.	-10	8	-11	3	-2.8	-10
Cc1ccc(NCc2nnc(SCC(=O)O)n2-c2ccc(C)cc2)cc1	10	2	-4	4	3	4	0	15	-0.6	-1
O=C(Oc1ccc(Br)cc1)C1CC(=O)N(c2ccc(F)cc2)C1 (stereo unspecified)	-2	8	-21	9	-5	21	-2	15	-1.5	1
CCC(=O)Nc1ccc2nn(-c3ccc(F)cc3)nc2c1	-2	11	5	5	5	-5	.	-14	-1.1	-18
CC(=O)n1cc([C@H]2C=C(C(=O)Nc3ccccc3)O[C@@H](OCc3ccc(CO)cc3)C2)c2ccccc21	-4	.	47	0	-8	-47	-15	-1	-1.2	-13
N#Cc1ccc(NC(=O)COC(=O)c2ccc(F)c(S(=O)(=O)N3CCOCC3)c2)cc1	0	1	30	19	-5	-30	6	24	0.2	11
Cc1ccc2c(c1)oc(=O)n2CC(=O)c1ccccc1	0	-4	8	2	-7	-8	.	19	-0.6	-16
O=C(Nc1cccc(S(=O)(=O)N2CCCCC2)c1)c1ccc([N+](=O)[O-])o1	-2	1	.	3	0	.	-79	-3	-1.3	-7
COc1cc(C(=O)NC2CCN(CC(=O)Nc3cccc(C)c3C)CC2)cc(OC)c1OC	-9	-2	46	2	-10	-46	1	14	0.0	-17
O=c1[nH]c(=S)n(-c2cccc(C(F)(F)F)c2)c(O)c1C=NCCN1CCNCC1	-5	1	-15	11	3	15	-3	-5	-0.1	18
Cc1cccc(Cc2c(C)nc3nc(SCC(=O)O)nn3c2C)c1	.	1	-2	26	0	2	9	10	0.6	7
CC(=O)c1ccc(-c2ccc(C(=O)N(C)Cc3nc4ccccc4c(=O)[nH]3)o2)cc1	-2	0	11	4	-11	-11	-1	-4	-1.6	-6
COCCSc1nnc(NC(=O)Cc2ccc(OC)cc2)s1	49*	-2	-2	.	-9	2	-7	-26	0.0	-3
COC(=O)c1cc(COc2ccc3ccc(=O)oc3c2)c(C)o1	-2	.	18	7	-4	-18	8	4	0.9	8
CCOC(=O)c1nnn(-c2nonc2N)c1CNc1ccc(C)c(Br)c1	1	0	-6	-4	-12	6	-1	-16	-3.1	-26
Nc1nc(NC(=O)/C=C/c2ccccc2)nn1-c1ccccc1	-6	-1	-11	1	2	11	13	7	-0.9	2
COc1ccc(CC(NC(C)=O)C(=O)N2CCN(C(=O)N(C(C)C)C(C)C)CC2)cc1 (stereo unspecified)	-8	-1	-20	-6	-6	20	4	.	-0.1	4
Cc1ccc(C)c(NC(=O)CCC(=O)N/N=C/c2cccnc2)c1	1	-1	-28	-9	0	.	-7	-14	-1.3	-1
CC(C)OCCCNC(=O)CN1C(=O)CC(C)(C)S(=O)(=O)c2ccccc21	1	.	-15	5	-3	15	1	-11	-3.6	-11
Cc1ccc2[nH]c(=O)c(CN(Cc3nnnn3C3CCCC3)C3CCCCC3)cc2c1	1	.	1	-9	-18	-1	1	17	-4.8	-6
Cc1ccccc1NC(=O)COc1ccc(S(=O)(=O)N2CCCC2)cc1C	.	-3	20	2	0	.	-6	4	-0.6	-9
O=c1c2[nH]c3ccccc3c2ncn1Cc1ccncc1	-6	.	-27	11	5	27	-3	0	1.0	-9
COc1cccc(OC)c1C(=O)Nc1ccc(C)cc1C(=O)c1ccccc1	-4	3	-11	11	-11	11	-9	13	-2.2	3
CC(=O)Nc1ccc(NC(=O)C2CCN(S(=O)(=O)c3ccc4c(c3)OCCO4)CC2)cc1	-2	-2	-14	2	4	14	-7	24	-1.2	-3
COc1cc2c(cc1OC)CN(c1ccc([N+](=O)[O-])cc1C#N)CC2	-3	3	64	-4	0	-64	9	-4	-1.5	13
C=CCNc1nc(Nc2ccccc2F)nc(OCC)n1	-7	-3	10	0	4	-10	45	1	0.1	10
Nn1c(SCC(=O)NC2CCCCC2)nnc1C1CC1	-6	-1	3	13	-10	-3	.	.	-0.5	13
COc1cccc(C2=CC(c3cccc(OC)c3OC(F)F)n3nnnc3N2)c1 (stereo unspecified)	-4	7	35	-60	-11	-35	20	-10	-0.4	-14
O=S(=O)(c1cccs1)N1CCC(CO)(Cc2ccc(Cl)cc2)CC1	.	-3	-10	-2	-12	10	-5	25	-1.1	-6
S=C(NCC1CCCO1)Nc1cccc2ccccc12 (stereo unspecified)	-4	-1	-13	3	-5	13	14	2	0.0	7
COc1ccc2c(CC#N)c[nH]c2c1	-2	-2	-1	-8	1	1	-1	1	-1.1	-11
CC(C)COc1cccc(C(=O)NC(=S)NCc2cccnc2)c1	3	0	12	4	-2	-12	-5	0	-0.8	-3
Cc1cc(C)c(OCCCCN2CCC(C)CC2)c(Br)c1	0	5	-19	7	1	19	23	12	-3.6	-9
Cc1ccc(-n2nnnc2-c2cnc3cc4c(cc3c2C)OCO4)cc1	-1	-3	11	1	-2	-11	.	.	.	-19

Compound activity: PubChem BioAssay, Broad Institute
